CSM14.1 death rescue: rescue of cells from ER stress-induced death, primary screen, 384-well, CSM14.1, thapsigargin, ATP luminescence (AID 1222); CSM14.1 thapsigargin-induced death rescue, ATP luminescence; higher % means a stronger effect; cellular ATP content (survival), % at 20 µM; hits with a dose series show EC50 in µM; 190,000 tested, under 10 active;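 active means EC50 below 50 µM in the dose-response confirmation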;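 further: death triggered by thapsigargin at about 15 µM added after 2 h compound pretreatment; cell ATP read after overnight thapsigargin exposure of roughly 18 to 22 hours; normalized against plate controls of thapsigargin alone and 5% DMSO vehicle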
Lipid droplet: inhibitors of hepatocyte lipid droplet formation, primary screen, imaging, high-throughput imaging, BODIPY stain. AML12 mouse hepatocytes, oleate lipid droplets. inhibition, % at 6.5 µM. actives 0.4% (n = 240,000). AID 1656, 2009;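 active means lipid droplet intensity inhibited by at least 50%, with more than 500 cells counted; inconclusive means wells with under 300 cells, treated as cytotoxic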
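Technique: fluorescence imaging, 20x objective, two fields per well / Assay system: AML12 hepatocytes (mouse) / Measure: % inhibition of lipid droplet signal / Doses: 6.5 µM single-point dosing / Incubation: overnight exposure / Reagent: 100 µM oleic acid challenge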
T cell HTS: modulators of CD8 T cell-vesicle binding, primary screen, mouse 2C CD8+ T cells, flow cytometry | calls only at 7 µM | AID 2052, 2009 | actives 0.068% (n = 330,000) | 2C CD8+ T cell-vesicle binding; active compounds read low;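 active means response, share of CD8 T cells binding vesicles, and their 90th percentile fluorescence all below set limits, cut at about 80% in these data, passing the limit was not always enough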
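Test system: purified 2C TCR transgenic mouse naive CD8+ T cells. Probe or stimulus: QL9-peptide-loaded Drosophila micro-vesicles bearing Ld, ICAM-1 and B7-1. Incubation: binding step 1.5 h, 37 °C, antibody labelling 20 min, ice. Measured by: flow cytometry of vesicle-bound cells.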
MT stabilize HCS: microtubule stabilizers in HeLa cells, primary screen, imaging, high-content imaging; HeLa tubulin immunostaining HCS, 24 h; share of cells brighter than vehicle mean+2SD; % tubulin-high responders, % at 10 µM; actives 0.83% (n = 200,000); AID 2205, 2009;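 active means plate Z-score above 3 for both tubulin-high and condensed-nucleus cell shares, with cell loss under 80%, at 10 µM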;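 further: anti alpha tubulin signal scored within the nucleus-defined area of each cell; some results filed as inactive read as strong as hits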
Dynein transport: inhibitors of GR-EGFP nuclear translocation, primary screen, dynein cargo transport inhibitor project, imaging, high-content, 3617.4 mouse cells | test concentration mostly 20 µM; stimulated with dexamethasone, 1 µM; active compounds read low | z-score, hits read low | actives 0.47% (n = 220,000) | AID 1381, 2008;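 active means plate z-score of nuclear minus cytoplasmic receptor signal below a set negative limit, without overly bright fluorescence or cell loss, cut at about -3.5 in these data, passing the limit was not always enough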;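 further: z-score of nuclear minus cytoplasmic ring GR-EGFP intensity difference per well; some compounds called inactive have numbers as strong as hits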
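Buffer or medium: tet-free, stripped-serum medium; reagent: dexamethasone at 1.0 µM final, 30 min; incubation: 48 h induction, 1 h compound, 30 min dex at 37 °C; measured by: formaldehyde fixation, Hoechst nuclear stain, 10x automated fluorescence imaging; read-out: nuclear-to-cytoplasmic GR-EGFP distribution per well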
Ins promoter up: insulin promoter activators in MIN6 cells, imaging, high-content screening, mouse beta cells; MIN6 insulin promoter-GFP reporter; active compounds read high; z-score at 5 µM; actives 0.3% (n = 190,000); AID 1625, 2009;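 active means z-score above 3 at 5 µM with at least 500 cells counted in the well; inconclusive means wells under 500 cells, flagged as cytotoxic or low count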
Salmonella PhoP GFP: inhibitors of PhoP regulon expression, primary screen, Salmonella Typhimurium, GFP reporter (AID 1863); one-dose inhibition, % at 50 µM; IC50 in µM for titrated hits; S. Typhimurium PhoP-regulated promoter GFP reporter, 4 h; higher % means a stronger effect; actives 0.16% (n = 300,000);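 active means inhibition over 29.93%, a cutoff 3 SD above the screen mean, later confirmed by dose response; inconclusive means inhibition over 29.93% but no dose response follow-up; inactive means inhibition at most 29.93% or unconfirmed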;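 further: 0% = low Mg2+ inducing control and 100% = high Mg2+ repressing control; strong numbers were not always called active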
bCat nuc transl: modulators of beta-catenin nuclear translocation, primary screen, imaging, HeLa cells, immunofluorescence, high-content | nuclear translocation activity, % at 5 µM | actives 0.3% (n = 190,000) | AID 1665, 2009;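 active means nuclear translocation activity above 50% at 5 µM, with a well cell count of 50 or more; inconclusive means wells under 50 cells across six images, flagged as toxic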;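 further: per-cell ratio of nuclear to cytoplasmic median beta-catenin stain intensity; plate controls were DMSO negative control for no effect and GSK-3 inhibitor IX positive control for full effect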
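assay system = human HeLa cells, endogenous beta-catenin | times = compound treatment 24 h, 37°C, 5% CO2 | detection = Anti-beta-catenin immunofluorescence on PFA-fixed, Triton-permeabilized cells, DAPI nuclei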
Autophagy HCS: autophagy modulators in MEF cells, primary screen, imaging, high-content, MEF GFP-LC3; MEF GFP-LC3 puncta imaging; test concentration mostly 10 µM; calls only at 10 µM (by protocol); actives 0.98% (n = 190,000); AID 463193, 2010;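 active means percentage of spot-positive cells more than 3 SD above its plate mean, without a fluorescence outlier flag or 80% toxicity; inconclusive means no clear call, values can overlap the other calls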;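 further: spot-positive cell cutoff set from DMSO-treated cells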
Dynein transport cytoplasmic EGFP: also measured in Dynein transport; calls as there; z-score; measured here: cytoplasmic GR-EGFP intensity; active compounds read high
Dynein transport nuclear GR-EGFP: recorded beside Dynein transport, whose call it bears; z-score; measured here: nuclear GR-EGFP intensity;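 lower value marks the stronger effect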
Dynein transport cell count: also measured in Dynein transport; calls as there; z-score; measured here: cell count per field
Ins promoter up cell count: further read-out of Ins promoter up, marked with its call; cell count; measured here: cytotoxicity, nuclei count;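 total cells summed across four imaged fields per well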
Lipid droplet cells 6.5 µM: second read-out of Lipid droplet, no call of its own (marks repeat the call); cell count; measured here: cell count, cytotoxicity flag;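 cells counted across two imaged fields per well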
bCat nuc transl cell count 5 µM: further read-out of bCat nuc transl, marked with its call; cell count; measured here: cell count, cytotoxicity flag
T cell HTS vesicle-bound %: further read-out of T cell HTS, marked with its call; double positive events, %; measured here: CD8+ vesicle-bound cell fraction;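 binding gate set so that unloaded-vesicle control wells show 10% double positive cells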
MT stabilize HCS Hoechst-high %: second read-out of MT stabilize HCS, no call of its own (marks repeat the call); % Hoechst-high responders; measured here: nuclear condensation Hoechst responders;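 share of cells brighter than vehicle mean plus two SD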
MT stabilize HCS cytotoxicity %: further read-out of MT stabilize HCS, marked with its call; toxicity, %; measured here: cytotoxicity by cell density;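 0% = mean cell density of plate MIN control wells and 100% = no cells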
Autophagy HCS cell loss 18 h: second read-out of Autophagy HCS, no call of its own (marks repeat the call); toxicity, %; measured here: cell loss, nuclei count;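 cell loss after 18 h compound exposure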
Starred values were filed as active, the others as inactive; i = inactive; u = inconclusive; x = not tested or not shown.

mol	CSM14.1 death rescue	Lipid droplet	Lipid droplet cells 6.5 µM	T cell HTS	T cell HTS vesicle-bound %	MT stabilize HCS	MT stabilize HCS Hoechst-high %	MT stabilize HCS cytotoxicity %	Dynein transport	Dynein transport cytoplasmic EGFP	Dynein transport nuclear GR-EGFP	Dynein transport cell count	Ins promoter up	Ins promoter up cell count	Salmonella PhoP GFP	bCat nuc transl	bCat nuc transl cell count 5 µM	Autophagy HCS	Autophagy HCS cell loss 18 h
CN1/C(=C\C(=S)NC(=O)c2ccc([N+](=O)[O-])cc2)C(C)(C)c2ccccc21	0.8%	12	611	i	49	3.4	2.5	17	-0.058	-0.037	0.11	0.25	0.02	1423	4%	-0.2	1116	i	4
CCCCCOC(=O)c1ccc(N2C(=O)C3C4C=CC(C4)C3C2=O)cc1 (stereo unspecified)	-2.7%	-12	806	i	24	1.4	1.7	8.5	0.48	0.13	0.67	-0.43	-0.53	907	-5%	-3.6	1101	i	6
CCN1CC(CN(C)Cc2nc(-c3cccs3)no2)CC1=O (stereo unspecified)	-0.6%	15	709	i	23	1.6	2.8	8.8	0.52	-0.17	0.98	-1.3	0.61	1510	5%	-0.2	935	i	0
CC1(c2nnc(-c3ccccc3)o2)CC(c2ccc(F)cc2)=NO1 (stereo unspecified)	x	x	x	i	58	x	x	x	0.038	-0.78	0.17	0.11	0.16	943	-1%	0.8	1167	x	x
CCCOc1ccc(CCc2n[nH]c(=S)n2-c2ccccc2)cc1	0.7%	-5	675	i	61	1.8	1.8	4.1	1.3	0.37	0.98	-0.34	-0.44	1408	0%	-0.1	1507	i	12
Cc1c(NC(=S)N/N=C\c2ccccc2O)c(=O)n(-c2ccccc2)n1C	-0.1%	u	x	i	6	11	1.7	9.3	-0.9	-0.22	-0.83	1.3	-0.46	962	-10%	0.9	955	i	2
O=c1cc(NCCCO)c2ccccc2o1	-0.7%	26	739	i	48	1.5	1.2	8.7	-0.79	-0.25	-0.21	0.24	-0.3	925	4%	x	x	i	27
COC(=O)c1cccc(C23CC4(C2)[C@H](CN(C)[C@@H]4c2ccccc2)C3c2ccc(C(F)(F)F)cc2)c1 (stereo partly specified)	x	-81	680	i	41	x	x	x	-1.4	-0.88	-0.7	3	0.39	658	5%	-2.1	1135	x	x
O=C(CSc1nnc(NC(=O)c2ccco2)s1)NC1CCCC1	1.6%	x	x	i	20	7.0	2.8	6.6	1.6	0.36	0.79	-2.1	0.37	1478	-5%	-8.1	856	i	-2
COCCNC(=S)N1CCN(C(=O)C(=O)Nc2ccc(C(=O)OC)cc2)CC1	-1.3%	-4	718	i	42	2.5	3.8	10	0.99	-0.24	0.86	-1.1	-0.01	1479	-8%	-0.1	1142	i	-8
Cc1c(N=N/C(C(=O)Nc2ccccc2)=C(/O)c2ccccc2)c(=O)n(-c2ccccc2)n1C	-2.0%	8	678	i	63	4.7	9.1	12	-0.19	-0.36	0.33	2.1	-0.57	1210	-12%	0.2	1142	i	2
O=C1CCN(S(=O)(=O)c2ccccc2)N1	3.3%	x	x	i	33	2.1	0.9	3.2	0.057	-0.22	-0.17	0.24	0.02	1641	2%	-0.4	1387	i	4
CC(/C=C1\SC(=O)N(CC(=O)Nc2ccc(O)cc2)C1=O)=C\c1ccccc1	-2.2%	-23	709	i	6	2.9	2.5	6.4	-0.75	-0.25	-0.42	0.61	0.62	1262	-1%	x	x	i	-5
Cc1ccccc1NC(=S)N(Cc1ccco1)C(C)c1cccs1 (stereo unspecified)	-1.5%	-34	708	i	18	1.3	1.6	9.2	-0.98	-0.25	-0.56	0.67	0.29	1184	-2%	-0.7	1044	i	-20
O=C(Nc1ccccc1)Nc1ccc2nnsc2c1	x	0	717	i	20	x	x	x	-0.9	-0.18	-0.68	0.85	-1.3	1472	-3%	-0.3	1055	x	x
O=C(NN=C(Cc1ccccc1)Cc1ccccc1)c1ccncc1	x	2	706	i	21	x	x	x	-0.44	0.27	-0.22	0.79	0.03	1107	-10%	-0.4	1378	x	x
Cn1ncc(Cl)c1C(=O)N1CCc2ccccc21	1.3%	-18	679	x	x	5.4	2.5	10	0.097	-0.04	0.22	0.085	0.18	1245	16%	1.6	1157	i	-2
Cc1ccc(N2C(=O)C3C4CC(=O)C(c5ccccc54)C3C2=O)cc1 (stereo unspecified)	-1.0%	x	x	i	14	1.4	1.6	9.7	-0.37	0.19	-0.29	0.82	0.15	1438	2%	-0.9	1316	i	19
CC(OC(=O)/C=C/c1cccs1)C(=O)Nc1ccc(S(N)(=O)=O)cc1 (stereo unspecified)	-2.5%	-7	681	i	43	2.8	2.5	5.0	1.4	-0.33	0.9	-0.42	-0.09	1411	4%	-2.8	1112	i	10
OCC(CO)(CO)NC(=S)Nc1cc(Cl)cc(Cl)c1	x	24	686	i	51	x	x	x	0.6	-0.19	0.91	-0.72	x	x	-2%	-0.6	1387	x	x

Later entries:
mol	CSM14.1 death rescue	Lipid droplet	Lipid droplet cells 6.5 µM	T cell HTS	T cell HTS vesicle-bound %	MT stabilize HCS	MT stabilize HCS Hoechst-high %	MT stabilize HCS cytotoxicity %	Dynein transport	Dynein transport cytoplasmic EGFP	Dynein transport nuclear GR-EGFP	Dynein transport cell count	Ins promoter up	Ins promoter up cell count	Salmonella PhoP GFP	bCat nuc transl	bCat nuc transl cell count 5 µM	Autophagy HCS	Autophagy HCS cell loss 18 h
Cc1ccccc1-c1nn(-c2ccc(F)cc2F)cc1CNCCCN(C)C	-3.6%	-12	616	i	32	3.3	2.5	4.1	0.19	-0.28	0.33	-0.5	-0.42	1332	16%	-2.3	1019	i	32
O=C(O)C1=C[C@@H](c2ccccc2)C[C@@H](OCc2ccc(CO)cc2)O1	-2.6%	-16	627	i	48	3.0	1.7	6.1	1.6	0.013	1.2	-1.2	0.36	1445	-10%	0.7	1083	i	-1
CCCNC(=O)c1ccccc1NC(=O)CN(c1ccccc1OCC)S(C)(=O)=O	-0.5%	-1	772	i	28	4.0	3.0	8.8	-0.39	-0.26	-0.26	0.48	-0.06	1353	-8%	-0.6	1042	i	-5
CC1(C)CC(c2nc(-c3ccc([N+](=O)[O-])cc3)cs2)CCO1 (stereo unspecified)	-2.3%	-2	697	i	3	2.2	1.3	2.6	-0.95	-0.26	-0.41	0.65	-0.54	1235	-2%	-0.8	1252	i	24
CN(C)c1ccc(S(=O)(=O)N2CCCCC2)cc1NC(=O)COc1ccccc1F	x	16	722	i	6	x	x	x	-0.47	-0.71	-0.46	-0.62	0.33	1102	x	0.9	1301	x	x
Cc1onc(-c2ccccc2Cl)c1C(=O)Nc1sc2c(c1C#N)CCC2	-3.2%	-5	721	i	37	6.5	3.3	10	-0.46	-0.34	-0.15	0.17	0.61	1184	-3%	0.5	959	i	0
COc1ccc(OC)c(NC(=S)N2CCN(Cc3ccccc3)CC2)c1	-2.6%	2	671	i	54	1.3	1.7	1.6	-0.2	-0.32	-0.11	0.62	0.18	1622	-7%	2.6	941	i	-36
COc1ccccc1Nc1ncccc1C(=O)O	x	x	x	i	53	2.4	2.2	5.3	0.23	-0.21	0.35	-0.35	x	x	-16%	x	x	i	4
COCCNC(=S)N(CCc1c(C)[nH]c2ccc(F)cc12)Cc1cccs1	-1.2%	-1	727	i	32	1.9	3.1	6.0	-3.3	0.46	-1.6	-0.36	-0.87	1029	-9%	0.2	1134	i	4
CCc1ccc(C(=O)CSc2ncn[nH]2)cc1	-0.6%	x	x	i	48	3.1	2.9	4.9	-0.26	-0.2	-0.16	0.15	x	x	4%	-2.3	1181	i	-14

Screening results: PubChem, several laboratories
